From PubChem BioAssay
PKA-R1A activ – activators of PKA-R1A holoenzyme, primary screen, biochemical, fluorescence polarization, Cy5-IP20, bovine R1A, mouse PKAc; 340,000 compounds, 0.083% hits; cAMP-dependent protein kinase type I-alpha regulatory subunit (Bos taurus) + …; activation, % at 11.4 µM; PKA-R1A dissociation; scaled: DMSO 0%, 113 µM cGMP 100%;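 active = percent activation above the mean of all tested compounds plus 3 SD, cut at about 19% in these data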;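 note: higher means more PKAc released from R1A so a rise in polarization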
OPRM1-OPRD1 ag – agonists of OPRM1-OPRD1 heterodimerization, primary screen, cell-based, luminescence; Mu-type opioid receptor (Homo sapiens) + Delta-type opioid receptor (Homo sapiens), …; cells; activation, % at 9.3 µM; 340,000 compounds, 0.3% hits; in the data active = activation above about 18%;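 note: 0% = vehicle-treated cells and 100% = reference agonist; values of inactives mirror those of a sister screen read the other way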
Tat transport – E. coli Tat export inhibitors, primary screen, MC4100, TorA-mCherry reporter, fluorescence, single point; 340,000 compounds, 0.036% hits; inhibition, % at 10 µM; AID 488895, 2010;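 active = mean replicate inhibition at least 50% and at least half of replicates individually reaching 50%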;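 note: exported cargo escapes ClpAP degradation while cytoplasmic cargo is degraded and loses fluorescence; 0% = median of neutral control wells and 100% = median of NaSCN control wells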
MOR-DOR inv ag – inverse agonists of MOR-DOR heterodimerization, primary screen, cell-based, luminescence; cell-based MOR-DOR heterodimer luminescence, inverse agonism; inhibition, % at 9.3 µM; 340,000 compounds, 0.21% hits; AID 504357, 2011; in the data active = inhibition above about 22%, passing the limit was not always enough;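 note: 0% = cells with DMSO and 100% = wells without cells with DMSO; values of inactives mirror those of a sister screen read the other way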
PfHsp90 set2 – growth inhibition of PfHsp90-expressing yeast, primary screen, antimalarial PfHsp90 inhibitor project, S. cerevisiae, BacTiter-Glo luminescence, single point, set 2 | AID 504621, 2011 | BacTiter-Glo ATP, 48 h; yeast lacking PDR1 and PDR3 efflux regulators | inhibition, % at 9.4 µM | 310,000 compounds, 0.32% hits;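 active = every replicate shows inhibition above about 80%, whatever the replicate mean, limit read from the data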;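 note: 0% = DMSO neutral controls and 100% = 20 µM radicicol positive controls; yeast relying on Plasmodium falciparum Hsp90 in place of its own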
SUMO Mot1 rescue – yeast Mot1-301 growth rescue at high temperature, primary screen, SUMOylation pathway inhibitor project, S. cerevisiae, ATP luminescence, 38.5C. AID 2716, 2010. 320,000 compounds, 1% hits. growth rescue, % at 18.8 µM. S. cerevisiae Mot1-301 growth rescue; percent above DMSO median, 100 means doubled;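 active = every valid replicate shows activation above 250% relative to neutral control wells; inactive = the rest, any valid replicate at or below 250%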;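 note: OY570 slx delta 5 strain wells were the positive control but not used for scaling; some compounds called inactive have numbers as strong as hits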
DSG3 Ab inh – inhibitors of pemphigus antibody binding to DSG3, primary screen, biochemical, bead-based, flow cytometry, scFv-GFP | DSG3-coupled beads, scFv-anti-DSG3-GFP binding; active compounds read low | binding (percent of control), % at 10 µM | 310,000 compounds, 0.48% hits;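 active = binding more than 3 SD below its plate's average and above zero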;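 note: hits lower antibody fragment binding to DSG3; some compounds called inactive have numbers as strong as hits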
Target sequence (P32926 whole entry, looked up, the tested form may be a part): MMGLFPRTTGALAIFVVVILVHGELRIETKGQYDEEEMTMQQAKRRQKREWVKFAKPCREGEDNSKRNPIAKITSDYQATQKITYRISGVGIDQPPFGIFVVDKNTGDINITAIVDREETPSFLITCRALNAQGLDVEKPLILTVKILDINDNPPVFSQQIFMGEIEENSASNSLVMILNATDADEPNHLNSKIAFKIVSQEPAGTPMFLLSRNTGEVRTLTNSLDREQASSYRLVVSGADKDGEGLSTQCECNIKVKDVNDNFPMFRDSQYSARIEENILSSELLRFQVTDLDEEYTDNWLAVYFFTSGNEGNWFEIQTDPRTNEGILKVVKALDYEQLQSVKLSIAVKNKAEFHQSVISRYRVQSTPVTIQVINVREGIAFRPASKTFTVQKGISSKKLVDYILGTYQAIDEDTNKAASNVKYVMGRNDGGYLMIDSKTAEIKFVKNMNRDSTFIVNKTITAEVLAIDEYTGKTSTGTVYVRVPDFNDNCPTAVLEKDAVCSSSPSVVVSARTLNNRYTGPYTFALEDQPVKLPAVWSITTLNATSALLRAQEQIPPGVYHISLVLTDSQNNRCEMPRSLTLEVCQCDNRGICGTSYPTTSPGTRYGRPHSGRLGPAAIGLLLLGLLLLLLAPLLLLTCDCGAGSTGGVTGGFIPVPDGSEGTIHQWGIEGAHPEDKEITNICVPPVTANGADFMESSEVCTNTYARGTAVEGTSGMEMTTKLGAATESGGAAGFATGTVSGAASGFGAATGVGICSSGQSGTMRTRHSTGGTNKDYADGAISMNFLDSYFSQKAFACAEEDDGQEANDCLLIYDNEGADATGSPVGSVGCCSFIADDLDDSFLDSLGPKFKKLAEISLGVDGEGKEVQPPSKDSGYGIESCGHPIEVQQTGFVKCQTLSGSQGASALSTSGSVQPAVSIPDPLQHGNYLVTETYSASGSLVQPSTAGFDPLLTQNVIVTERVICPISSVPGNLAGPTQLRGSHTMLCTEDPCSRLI
Ecoli viability – E. coli V3065 growth inhibition, primary screen, counter-screen for AddAB inhibitor project, absorbance, OD600 | inhibition, % at 11.9 µM | 18 h | AID 449728, 2010 | 330,000 compounds, 0.27% hits;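 active = inhibition above the campaign's mean inhibition across all tested compounds plus 3 SD, cut at about 9.9% in these data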;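 note: uninfected addAB+ strain grown without phage in ampicillin broth; 0% = DMSO wells and 100% = ciprofloxacin 0.95 µg/ml wells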
AddAB inh – growth inhibition of E. coli expressing H. pylori AddAB, primary screen, AddAB inhibitor project, absorbance. inhibition, % at 11.9 µM. 330,000 compounds, 0.29% hits; in the data active = inhibition above about 12%;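 note: 0% = vehicle wells of infected cells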
Arr AP2 block – inhibitors of beta-arrestin/AP2 binding, primary screen, biochemical, GPCR trafficking, flow cytometry. beta-arrestin 1 C-terminal peptide binding to AP2 beta2-adaptin appendage (human). 340,000 compounds, 0.31% hits. FITC-arrestin peptide / GST-AP2 beads; AP2 beta2 appendage carries R879A mutation. inhibition, % at 10 µM;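 active = inhibition above a set limit, near 3 SD of compounds lacking own fluorescence, cut at about 54% in these data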;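 note: plate controls were DMSO wells for no effect and 5 µM unlabelled arrestin peptide for full effect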
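Measured by: flow cytometry, FL1 (488/535 nm); Material: AP2 appendage R879A on GSH beads; Evaluation: percent response; Timing: pre-incubation 12 min, peptide binding 1 h, room temperature; Also added: 50 nM FITC-arrestin peptide; Medium: PBS with 0.05% Tween 20 and 0.1% BSA.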
phage Ecoli inh – growth loss of phage-infected E. coli, primary screen, RecBCD inhibitor project, absorbance, with phage, HTS | inhibition, % at 11.9 µM | 360,000 compounds, 0.26% hits | AID 651602, 2012; in the data active = inhibition above about 11%
* = called active by the depositor; · = not tested or not shown.

Preview, five compounds:
Values run as follows: PKA-R1A activ, OPRM1-OPRD1 ag, Tat transport, MOR-DOR inv ag, PfHsp90 set2, SUMO Mot1 rescue, DSG3 Ab inh, Ecoli viability, AddAB inh, Arr AP2 block, phage Ecoli inh
- CCCC(=O)Nc1ccc(S(=O)(=O)Nc2cc(OC)nc(OC)n2)cc1
 : -15, -0.8, -13, 4, -4, 5, 103, ·, ·, -13, 1.7
- CCCCN(CC)C(=O)c1cc2cc3ccc(OC)cc3nc2o1
 : -2, 2.0, 13, -12, 19, -2, ·, -3.3, -2.5, 8, 0.8
- Cc1ccc(C(=O)NCCc2csc(-c3cccnc3)n2)cc1
 : -2, -1.7, -4, 10, -13, 9, 113, 0.4, -2.0, 0, 1.9
- S=c1[nH]nc(Cc2noc3ccccc23)n1-c1ccc(Cl)cc1
 : -5, -1.6, -6, 8, ·, 7, 120, -0.6, 2.5, -9, 4.0
- Cc1cc(C)nc(NS(=O)(=O)c2ccc(NC(=O)CSc3nc(-c4ccccc4)c(C#N)c(=O)[nH]3)cc2)n1
 : 3, -2.4, -6, 14, -4, 5, 99, -2.2, -1.4, 4, 2.4

Results (from the top)
Values run as follows: PKA-R1A activ, OPRM1-OPRD1 ag, Tat transport, MOR-DOR inv ag, PfHsp90 set2, SUMO Mot1 rescue, DSG3 Ab inh, Ecoli viability, AddAB inh, Arr AP2 block, phage Ecoli inh
- CCCC(=O)Nc1ccc(S(=O)(=O)Nc2cc(OC)nc(OC)n2)cc1
 : -15, -0.8, -13, 4, -4, 5, 103, ·, ·, -13, 1.7
- CCCCN(CC)C(=O)c1cc2cc3ccc(OC)cc3nc2o1
 : -2, 2.0, 13, -12, 19, -2, ·, -3.3, -2.5, 8, 0.8
- Cc1ccc(C(=O)NCCc2csc(-c3cccnc3)n2)cc1
 : -2, -1.7, -4, 10, -13, 9, 113, 0.4, -2.0, 0, 1.9
- S=c1[nH]nc(Cc2noc3ccccc23)n1-c1ccc(Cl)cc1
 : -5, -1.6, -6, 8, ·, 7, 120, -0.6, 2.5, -9, 4.0
- Cc1cc(C)nc(NS(=O)(=O)c2ccc(NC(=O)CSc3nc(-c4ccccc4)c(C#N)c(=O)[nH]3)cc2)n1
 : 3, -2.4, -6, 14, -4, 5, 99, -2.2, -1.4, 4, 2.4
- O=C(O)C1CCN(c2ccc(S(=O)(=O)N3CCC(C(=O)O)CC3)cc2[N+](=O)[O-])CC1
 : -13, -2.1, -8, 15, 8, -13, 99, 3.0, -1.2, -5, -1.4
- COC(=O)[C@H](CCSC)NC(=O)c1cccnc1SC
 : 9, -1.8, 0, 9, 4, 8, 109, 0.5, 1.7, 46, 1.9
- Cc1cccc(-c2nn(-c3ccccc3)cc2C(=O)NCC(c2cccs2)N2CCOCC2)c1 (stereo unspecified)
 : -7, 2.6, 17, -14, ·, ·, 104, 1.6, 0.8, -8, -1.1
- O=C(CCC(=O)c1ccccc1)NCc1ccccc1
 : -1, -3.1, 8, 17, -3, 135, 100, -1.2, 1.8, -2, 1.9
- FC(F)Oc1ccccc1NC(=S)NCc1ccco1
 : -4, -2.6, -7, 12, ·, -9, 103, -1.5, 1.4, 7, 3.3

Other structures:
Values run as follows: PKA-R1A activ, OPRM1-OPRD1 ag, Tat transport, MOR-DOR inv ag, PfHsp90 set2, SUMO Mot1 rescue, DSG3 Ab inh, Ecoli viability, AddAB inh, Arr AP2 block, phage Ecoli inh
- COc1ccc(NC(=O)CCCCCN2C(=O)[C@@H]3Cc4ccccc4CN3C2=O)cc1Cl
 : -1, -4.5, -7, 23, 10, 1, 100, -0.2, 2.4, -13, -1.7
- COC(=O)NCC(c1ccc2c(c1)OCO2)N1CCN(c2ccc(OC)cc2)CC1 (stereo unspecified)
 : 3, 79*, -7, -422, 48, -2, ·, -1.3, 1.2, 9, 2.1
- O=C(C[n+]1cn(C(F)F)c2ccccc21)c1ccc(Br)cc1
 : 0, -1.6, 10, 8, -5, -13, 116, 2.1, 3.0, 1, -1.1
- CN(C)C(=O)CSc1ccccc1C(=O)OCC(=O)NC1CC1
 : 3, -2.0, 1, 8, 6, -1, 95, -0.5, -0.2, 6, -1.6
- COCCNC(=O)c1ccccc1NC(=O)CCSc1ccccc1
 : -1, -2.5, 2, 13, 32, 10, 99, 2.0, -1.1, -10, 0.8
- Cc1ccc(S(=O)(=O)N(CC(=O)NCc2cccnc2)c2ccc(F)cc2)cc1
 : 3, -2.1, -3, 11, 6, -1, 107, 0.7, 3.9, 27, 1.0
- Cc1ccc(-n2c(=O)cc(NCc3cccnc3)[nH]c2=O)cc1
 : 5, -0.6, -2, 3, 20, 22, 105, 0.3, 2.0, -5, 1.4
- FC(F)(F)c1cccc(-n2cc(-c3ccccc3)[nH]c2=S)c1
 : -8, 0.7, 4, -3, 14, -10, 98, 1.1, -2.1, 42, 0.2
- COc1cc(C)nc(Oc2ccc(=O)[nH]n2)n1
 : -14, -1.7, -5, 7, 0, -3, ·, -0.5, 0.6, 3, 1.8
- Cc1cc(C)cc(NC(=O)N2CCN(C/C=C/c3ccccc3)CC2)c1
 : 5, 0.8, 1, -4, -14, -4, 98, 0.9, 0.7, 4, 0.7

(cont.)
Values run as follows: PKA-R1A activ, OPRM1-OPRD1 ag, Tat transport, MOR-DOR inv ag, PfHsp90 set2, SUMO Mot1 rescue, DSG3 Ab inh, Ecoli viability, AddAB inh, Arr AP2 block, phage Ecoli inh
- O=C(NCc1nc2ccccc2[nH]1)C1=C[C@H](c2ccc(C(F)(F)F)cc2)C[C@H](OCCCCO)O1
 : 1, -0.1, -5, 0, -11, -23, 102, -1.0, 1.3, 12, 2.1
- O=C(c1ccc2ccccc2c1)C1CCCN(S(=O)(=O)c2cccnc2)C1 (stereo unspecified)
 : -6, -1.4, 0, 7, -13, 312, 100, 1.4, 2.3, 15, 3.1
- CCOC(=O)c1c(C)n(-c2ccc(C)cc2)c2ccc(OCC(O)CNCCCO)cc12 (stereo unspecified)
 : -4, 1.1, 14, -6, 23, -17, 102, -0.6, 1.7, 9, 3.2
- O=C(OCC(=O)c1ccc(S(=O)(=O)N2CCCC2)cc1)C1=COCCO1
 : 7, -4.8, -2, 28, ·, -4, ·, -1.3, 0.7, 6, 0.7
- CC(=O)Nc1ccc(NC(=O)CSc2nc(=O)n3cccc(C)c3n2)cc1
 : -8, -1.6, -3, 10, ·, 4, 100, -1.1, 2.2, 26, 1.3
- C/C(CC(=O)Nc1cccc(C(F)(F)F)c1)=N\NC(=O)c1ccncc1
 : 3, -1.2, 1, 8, 12, -12, ·, -2.6, 0.4, 18, 2.8
- CCOc1ccc(N=C(/C(C(=O)C(=O)N2CCOCC2)=C(\O)c2ccccc2)c2ccccc2)cc1
 : -12, 1.3, 1, -7, -14, -29, 93, -2.1, -1.3, -4, 1.0
- COc1cccc(OC)c1OCCN1CCN(C(=O)c2ccco2)CC1
 : -6, -0.4, -2, 2, ·, 1, 99, 0.1, 0.3, 6, 2.6
- OCCCc1nc2ccccc2n1CCc1ccccc1
 : 8, -2.1, -1, 11, ·, 23, 103, 0.7, 0.0, -7, 2.5
- CC(NC(=O)c1ccccc1Cl)NC(=O)c1ccccc1Cl
 : 2, -2.5, -3, 12, 10, 1, 116, ·, ·, 17, 0.6

Going on with the list:
Values run as follows: PKA-R1A activ, OPRM1-OPRD1 ag, Tat transport, MOR-DOR inv ag, PfHsp90 set2, SUMO Mot1 rescue, DSG3 Ab inh, Ecoli viability, AddAB inh, Arr AP2 block, phage Ecoli inh
- CCOC(=O)c1c(C)oc2c1c(C=NCC1CCCO1)c(O)c1ccccc12 (stereo unspecified)
 : 3, 1.6, -12, -8, -12, ·, ·, ·, ·, 26, 2.5
- CCOC(=O)Cn1c(=N)n(CCOc2ccc(Br)cc2)c2ccccc21
 : ·, ·, -2, ·, 49, -8, 95, 0.7, 4.0, 8, 1.6
- CC(Oc1ccccc1F)C(=O)Nc1ccc2ccccc2c1 (stereo unspecified)
 : -6, 0.9, 3, -5, ·, 102, 100, -0.6, -2.2, 24, 1.3
- CC(=O)c1cccc(NC(=O)CCc2nnc3ccc(NCc4ccc5c(c4)OCO5)nn23)c1
 : 13, -0.4, -5, 2, -2, -7, 89, -1.0, 0.8, 15, -0.8
- CCCCOC(=O)C(C)Oc1ccc(=O)n(-c2ccccc2)n1 (stereo unspecified)
 : -3, -1.3, -3, 7, 13, 6, 95, 4.8, 21*, -1, 1.6
- Cc1ccc(N2CC(=O)N(CC(=O)O)C2=O)cc1
 : 0, -2.5, 1, 12, 15, -15, 105, 1.0, 3.1, -6, 1.8
- Cc1cc(C(=O)O)cc(S(=O)(=O)Nc2ccccc2C(=O)NC(C)c2ccccc2)c1C (stereo unspecified)
 : 5, -2.4, -9, 13, -6, 16, 105, 2.6, 0.4, 7, 0.4
- CC1CN(Cc2ccccc2)c2nc3c(c(=O)n(CC(=O)O)c(=O)n3C)n2C1 (stereo unspecified)
 : -1, 0.0, 0, 0, 8, -20, 103, -0.5, 1.8, 6, 2.5
- O=C1CC(c2ccccc2)CCc2sccc2N1 (stereo unspecified)
 : -6, -3.2, -2, 19, 10, -9, 122, 1.7, 2.1, -4, 1.7
- O=C(c1ccc([N+](=O)[O-])cc1Cl)N1CCN(c2ccccn2)CC1
 : -6, -0.2, -4, 1, 14, 313, ·, 0.7, 2.2, -7, -0.1

Additional structures.
Values run as follows: PKA-R1A activ, OPRM1-OPRD1 ag, Tat transport, MOR-DOR inv ag, PfHsp90 set2, SUMO Mot1 rescue, DSG3 Ab inh, Ecoli viability, AddAB inh, Arr AP2 block, phage Ecoli inh
- O=C(CN1C(=O)NC2(CCc3ccccc32)C1=O)Nc1cccc(F)c1 (stereo unspecified)
 : 7, 0.4, 8, -2, 9, -14, 97, 1.4, 0.5, 6, 3.2
- CCOC(=O)CCCNC(=O)COc1ccccc1C#N
 : 8, -1.8, -5, 11, 1, -26, 106, 1.1, 2.3, -6, 2.5
- O=C(OCc1ccc2c(c1)OCO2)c1ccc(S(=O)(=O)N2CCCC2)cc1
 : 7, -2.4, -3, 14, -15, 13, 113, 0.7, 3.0, 6, 1.7
- COc1ccc(OCCCC(=O)Nc2ccc(N3CCOCC3)cc2)cc1
 : 2, 0.0, 0, 0, 5, -12, 86, -0.8, 4.4, 25, 2.8
